Screening data as filed in PubChem.
TPT1 inh: blocks Candida albicans tRNA 2'-phosphotransferase. recombinant caTPT1, FP RNA substrate dephosphorylation. 0.81% of 300,000 active. inhibition, % at 5 µM. AID 1962;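 active = inhibition above the mean of all tested compounds plus 3 SD, set per screening campaign, cut at about 24% in these data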;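 also: plate controls were DMSO alone for no effect and ferristatin control at 100 nM for full effect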
PP5 primary: blocks human protein phosphatase 5 activity | P53041 | purified PP5c, OMFP substrate fluorescence | inhibition, % at 6.7 µM | 0.18% of 320,000 active | AID 1987;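 active = inhibition above the campaign's mean inhibition across all tested compounds plus 3 SD, cut at about 9.5% in these data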;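 also: 0% = DMSO only and 100% = 100 µM cantharidin control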
Target sequence (P53041 whole entry, looked up): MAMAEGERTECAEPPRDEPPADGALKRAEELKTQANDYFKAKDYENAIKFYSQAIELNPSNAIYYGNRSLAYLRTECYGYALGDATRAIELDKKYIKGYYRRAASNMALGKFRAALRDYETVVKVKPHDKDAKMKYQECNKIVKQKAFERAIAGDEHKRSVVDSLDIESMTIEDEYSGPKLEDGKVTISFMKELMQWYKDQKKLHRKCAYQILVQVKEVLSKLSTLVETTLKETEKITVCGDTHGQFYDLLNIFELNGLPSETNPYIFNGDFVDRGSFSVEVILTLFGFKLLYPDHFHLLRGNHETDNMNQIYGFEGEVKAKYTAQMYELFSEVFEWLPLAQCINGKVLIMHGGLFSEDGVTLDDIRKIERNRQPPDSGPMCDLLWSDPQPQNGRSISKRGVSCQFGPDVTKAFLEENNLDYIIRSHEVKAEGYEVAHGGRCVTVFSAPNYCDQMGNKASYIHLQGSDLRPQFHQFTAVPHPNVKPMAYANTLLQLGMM
EBNA-1 inh: blocks EBNA-1 binding to DNA. EBNA-1 DNA binding, fluorescence polarization. inhibition, % at 14.8 µM. 0.34% of 300,000 active. AID 1950; in the data active = inhibition above about 28%
Fh CTSL1 inh: cathepsin L1 inhibition, PFM18AAP counter-screen; recombinant F. hepatica cathepsin L1, Z-Leu-Arg-MCA fluorescence; 0.49% of 300,000 active; inhibition, % at 5.96 µM;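 active = inhibition above the mean of all tested compounds plus 3 SD, set per screening campaign, cut at about 17% in these data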;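 also: 0% = plate median of test compound wells and 100% = 1 µM Z-Phe-Ala-diazomethylketone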
HCV core dimer: HCV core protein dimerization inhibition | 0.33% of 300,000 active | inhibition, % at 5 µM | TR-FRET GST/Flag-core106 dimerization, 1536-well;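 active = inhibition above the mean of all tested compounds plus 3 SD, set per screening campaign, cut at about 45% in these data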
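assay system = GST-tagged and Flag-tagged HCV core protein residues 1-106 | controls = unlabelled core106 and no-GST-core106 wells | incubation = compound-protein-antibody incubation 4 h at 22.5 °C | probe or stimulus = Eu donor and XL665 acceptor anti-tag antibodies | read-out = % inhibition based on acceptor/donor emission ratio | signal = TR-FRET 671 and 617 nm emission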
Efflux pump mplx: inhibitors of Candida antifungal efflux pumps expressed in yeast | S. cerevisiae Candida pump triplex, Nile Red efflux | inhibition, % at 10 µM | 0.44% of 330,000 active | AID 485275;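 active = plate passing quality check with inhibition over a set limit, or well fluorescence over plate mean plus 4 SD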;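 also: Nile Red retained in pooled yeast measured as flow cytometry median fluorescence; 0% = buffer negative control and 100% = Enniatin B positive control; higher means more Nile Red kept so more efflux inhibition; some compounds called inactive have numbers as strong as hits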
PREPL inh: inhibitors of human prolyl oligopeptidase-like enzyme PREPL. 0.68% of 320,000 active. AID 2751. Q4J6C6. inhibition, % at 5.96 µM. recombinant PREPL, fluorescence polarization activity-based probe; in the data active = inhibition above about 43%;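 also: 0% = enzyme with DMSO and 100% = wells lacking enzyme; many of its hits are not listed in these tables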
PP1 inh: PP1-alpha (human) inhibition in PP5 counter-screen. 0.9% of 320,000 active. inhibition, % at 6.7 µM. purified PP1alpha, OMFP fluorescence. AID 2235. P62136;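 active = inhibition above the mean inhibition of all tested compounds plus 3 SD, computed separately for each screening campaign, cut at about 15% in these data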
Target sequence (P62136 whole entry, looked up): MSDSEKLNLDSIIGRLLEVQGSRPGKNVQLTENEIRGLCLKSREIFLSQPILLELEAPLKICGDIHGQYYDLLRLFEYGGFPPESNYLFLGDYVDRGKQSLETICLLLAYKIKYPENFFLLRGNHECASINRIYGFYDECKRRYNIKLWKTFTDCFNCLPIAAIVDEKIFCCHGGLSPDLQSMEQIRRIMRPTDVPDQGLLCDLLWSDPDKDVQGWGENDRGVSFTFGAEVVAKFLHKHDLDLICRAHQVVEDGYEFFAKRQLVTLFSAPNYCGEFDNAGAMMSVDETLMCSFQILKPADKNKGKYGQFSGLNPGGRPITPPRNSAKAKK
ZTA DNA inh: blocks Epstein-Barr virus ZTA, an EBNA-1 counter-screen. ZTA-DNA binding, fluorescence polarization. 0.15% of 320,000 active. AID 2234. P03206. inhibition, % at 11 µM; in the data active = inhibition above about 33%
Target sequence (P03206 whole entry, looked up): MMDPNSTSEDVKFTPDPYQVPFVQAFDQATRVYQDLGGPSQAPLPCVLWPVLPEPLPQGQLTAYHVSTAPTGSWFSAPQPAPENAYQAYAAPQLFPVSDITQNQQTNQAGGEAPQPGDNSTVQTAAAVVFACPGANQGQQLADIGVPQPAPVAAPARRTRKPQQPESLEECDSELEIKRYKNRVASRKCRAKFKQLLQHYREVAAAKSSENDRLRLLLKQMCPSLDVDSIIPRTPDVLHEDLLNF
Active calls of the source: *; x = no result given. Only part of the results is shown; rates above refer to the full screens.

SMILES	TPT1 inh	PP5 primary	EBNA-1 inh	Fh CTSL1 inh	HCV core dimer	Efflux pump mplx	PREPL inh	PP1 inh	ZTA DNA inh
O=C(NN=C1CCCC1)c1ccc(O)cc1	-0.6	-0.5	7.3	3.0	4.5	0.0	-7.9	3.6	3.0
Cc1cc(C)c(CN2CCC(n3nccc3NC(=O)CCOc3ccccc3)CC2)cc1C	-3.4	3.0	-4.1	1.6	-4.4	-0.1	11.4	-1.4	6.9
Brc1ccc(C2Nc3cccc4cccc(c34)N2)o1	-7.6	1.5	12.1	2.7	20.7	0.0	24.6	8.0	0.0
Cc1nnsc1C(=O)Nc1cc(Cl)ccc1Cl	-5.9	-1.3	5.1	-1.4	-4.0	0.0	15.2	1.2	0.5
CCOC(=O)C1(Cc2ccccc2C(F)(F)F)CCN(C(=O)c2cc(C)n(C)n2)CC1	-2.3	4.9	-4.5	2.0	1.2	0.0	-0.5	0.6	-16.9
CCCC(C(=O)NC1CCCC1)N(Cc1ccccc1)C(=O)c1snc(C(N)=O)c1N (centres undefined)	-2.6	0.0	22.1	1.2	-0.5	-0.1	-0.5	0.2	-10.6
O=C(Nc1nc2ccccc2c(=O)s1)c1ccco1	-3.8	0.1	1.1	-2.4	-0.3	0.1	-3.8	-2.6	-3.6
Cc1ccc(/C(N)=N/OC(=O)COc2ccc(Cl)c(C)c2)cc1	-0.6	-1.1	18.7	-3.1	1.5	0.1	0.4	-3.9	3.3
Cc1ccc(-c2nnc(CSc3nnc(COc4ccccc4)n3-c3ccccc3)o2)cc1	-11.1	-3.3	-7.7	5.5	14.9	0.8	-20.8	12.2	-20.7
CCCCSCCCNC(=O)c1cn(CC)c2ccc(S(=O)(=O)N3CCOCC3)cc2c1=O	3.2	-1.3	-9.8	1.9	-3.1	0.1	-5.8	1.5	26.2
Cc1ccc(C2=N/C(=C\c3c(C)nn(-c4ccccc4)c3N3CCCC3)C(=O)O2)cc1	1.7	0.7	7.8	55.4*	3.1	0.5	3.8	-1.7	-5.0
O=C(NCc1ccccc1)c1cc2ccccc2o1	-3.2	2.5	1.0	4.6	3.0	0.1	-2.1	-8.3	-23.7
O=C(COC(=O)CSc1ccc([N+](=O)[O-])cc1)NCc1ccco1	-4.1	-0.3	-23.3	-3.0	0.8	0.0	1.8	-8.3	-14.9
CC(C)COc1ccc(C(=O)OCCN2CCOCC2)c(O)c1	-1.9	0.8	16.1	0.8	-7.9	-0.1	-6.7	-2.6	13.0
c1ccc(-n2nnc(-c3cccnc3)n2)cc1	-3.8	1.6	-13.7	-1.4	-10.5	x	7.3	1.6	-31.5
CCOC(=O)C1(CCCc2ccccc2)CCN(C(=O)c2cnn(CC)c2)CC1	-2.1	-0.8	-7.4	6.3	4.0	0.5	24.1	1.8	-7.9
COc1ccccc1CNC(=O)C(NC(=O)c1ccccc1)C(C)C (centres undefined)	1.7	-3.5	5.0	-1.7	5.0	-0.1	6.4	-3.2	-14.7
Cc1cc(C)n2ncc(C(=O)NCCc3ccccc3)c2n1	-4.8	-0.5	-6.6	-0.9	-6.9	-0.1	6.3	0.5	-26.4
CCN1CCN(C(c2cccs2)C(C)NC(=O)c2c(F)cccc2F)CC1 (centres undefined)	-3.4	1.5	5.6	0.3	-6.4	0.0	1.3	-1.2	-1.0
CC1CC1C(=O)Nc1nc(-c2ccccc2)cs1 (centres undefined)	-6.2	0.9	6.7	-2.6	-0.1	0.0	1.6	-3.1	-13.9
CN1CCN(Cc2nc3c(c(=O)[nH]c(=O)n3C)n2CCc2ccccc2)CC1	-1.3	0.2	7.5	-2.2	3.5	0.0	5.9	0.6	-1.6
CC(C)NC(=O)CCCOc1ccc(Cl)cc1Cl	-0.3	-1.8	16.4	-1.7	0.1	0.0	2.1	-3.0	5.0
O=C(Nc1ccccc1)C(O)C(O)C(=O)Nc1ccccc1 (centres undefined)	-3.0	-1.5	5.6	-2.2	0.4	-0.2	3.2	-8.1	7.1
CC(=O)CSc1nnc2cc(C)c3ccccc3n12	-3.2	-2.9	-4.2	0.2	-3.8	-0.1	1.2	2.5	-2.7
Cc1ccc(NC(=O)Cc2nnc(SCC(=O)Nc3ccc(N4CCOCC4)cc3)n2C)cc1	2.0	0.9	-1.6	-4.2	-3.2	0.0	10.5	-1.6	-7.1
COc1ccccc1CNS(=O)(=O)c1ccc(S(=O)(=O)NC2CC2)cc1	-4.1	-0.1	-0.9	-3.8	-4.0	-0.1	-2.1	-2.0	-2.3
COc1ccccc1NC(=O)CSc1nnc(Cc2cccn2C)n1CCc1ccccc1	3.5	1.6	-3.4	-1.8	5.6	0.0	15.0	2.0	5.5
Cn1ccnc1C(O)c1cccc(OCc2ccccc2)c1 (centres undefined)	-0.5	0.1	2.0	-2.4	-1.2	0.1	10.8	0.2	0.1
COc1ccccc1CNC(=O)CCCc1nnc2n(C)c(=O)c3sccc3n12	1.2	0.3	-11.8	-0.7	1.8	0.1	6.9	-0.7	-1.6
Cc1ccc2c(c1)N(C(=O)CCC(=O)N1CCN(c3ccccn3)CC1)CC(C)O2 (centres undefined)	2.5	-1.0	10.4	-1.4	6.9	0.0	-8.2	-2.3	5.6
O=C(c1ccc(F)cc1)N1CCCC(C(=O)N2CCc3ccccc3C2)C1 (centres undefined)	1.1	-0.5	-10.0	5.5	-0.4	0.0	10.3	6.8	-12.3
COc1ccc(C(=O)NC2CCCCCC2)cc1S(=O)(=O)N1CCCc2ccccc21	-5.1	4.5	8.1	1.6	24.0	-0.1	-5.7	8.5	-8.2
COc1ccc(CN2CCN(Cc3cccc(F)c3)CC2)cc1OC	-4.4	3.7	-10.9	1.7	-5.3	0.0	-2.4	0.4	-2.0
COCCCNC(=S)NNC(=O)c1csc2ccccc12	-2.1	0.8	11.6	-3.3	-0.5	-0.1	-3.1	-3.5	8.2
Cc1cccc(C(=O)NN2C(=O)C3C(c4ccccc4)C=CC(c4ccccc4)C3C2=O)c1 (centres undefined)	-4.3	2.5	-2.2	2.1	2.2	0.0	-0.9	0.7	-4.5
Cc1ccc(C)c(N(C(=O)c2nsc(Cl)c2Cl)C(C(=O)NC2CCCC2)c2ccc(O)cc2)c1 (centres undefined)	-0.1	3.3	3.6	1.8	-5.6	0.1	2.8	2.5	-7.1
CS(=O)(=O)N(Cc1ccc(C(=O)Nc2ccccc2Sc2ccccc2)cc1)c1ccccc1	0.6	3.0	8.5	0.3	11.2	0.0	-24.8	-1.7	-11.4
CCCCCCCCC(=O)N/N=C/c1cccc(Br)c1	-1.2	-0.6	-9.0	2.9	3.1	-0.1	-25.8	1.2	1.8
O=C(CCC1COc2ccccc2O1)Nc1ccc(Cl)cn1 (centres undefined)	-4.7	1.1	5.5	-0.6	-2.5	-0.2	-23.1	2.5	14.5
O=C(O)c1ccccc1-c1nc2ccccc2c(=O)[nH]1	-6.7	0.8	-14.2	-2.8	-4.8	0.1	0.3	-1.7	-26.1
CCNC(=S)Nc1nc2c(cc1C(=O)OCC)CCCC2	-0.4	0.6	-6.6	1.9	-9.7	0.1	-7.5	4.2	-4.5
CCN(CC)C(=O)c1sc(NC(=O)c2ccc3c(c2)OCO3)c(C#N)c1C	0.3	-0.7	6.3	-0.3	1.2	0.1	5.3	-2.5	10.4
O=C1[C@@H]2Cc3c([nH]c4ccccc34)C(c3cccc([N+](=O)[O-])c3)N2C(=O)CN1C1CCN(Cc2ccccc2)CC1 (some centres undefined)	-1.0	6.1	-2.3	3.0	0.9	0.1	23.4	7.8	-18.6
CCOc1ccc(NC(=O)CN(C)C(=O)c2ccc(N3CCOCC3)c([N+](=O)[O-])c2)cc1OCC	0.0	4.2	-3.8	-0.2	4.8	-0.3	3.0	-5.2	-12.3
CCCCCOC(=O)CSc1nc2c(c(=O)[nH]c(=O)n2C)n1CCc1ccccc1	-3.0	-2.2	8.2	2.9	15.3	0.2	-35.8	-4.0	14.2
O=C(CCCN1C(=O)/C(=C/c2ccco2)SC1=S)Nc1ccccc1	15.4	-0.3	0.0	5.5	28.4	0.0	7.9	1.0	-1.2
CC[N+]1=CN(c2ccccc2)C(C)=CC1(C)C	2.1	-1.5	-6.4	2.9	-7.6	0.5	21.4	-3.3	2.2
Cn1nc(C(=O)OCC(=O)Nc2ccccc2[N+](=O)[O-])c2ccccc2c1=O	x	3.7	x	x	x	0.7	18.2	-1.6	-17.1
O=C(O)c1c(C(=O)O)c(-c2ccc(Br)cc2)n2c1CSC2	1.2	-0.9	5.6	1.6	15.3	-0.1	2.5	5.5	1.7
COC(=O)c1cc(-c2ccc(S(=O)(=O)N3CCCC(C)C3)cc2)c(C(F)(F)F)s1 (centres undefined)	-1.7	1.7	3.4	-1.4	1.6	0.0	-9.4	-1.3	32.0

Fetched one by one from the entries so far (seven):
SMILES	TPT1 inh	PP5 primary	EBNA-1 inh	Fh CTSL1 inh	HCV core dimer	Efflux pump mplx	PREPL inh	PP1 inh	ZTA DNA inh
O=C1[C@@H]2Cc3c([nH]c4ccccc34)C(c3cccc([N+](=O)[O-])c3)N2C(=O)CN1C1CCN(Cc2ccccc2)CC1 (some centres undefined)	-1.0	6.1	-2.3	3.0	0.9	0.1	23.4	7.8	-18.6
CCOc1ccc(NC(=O)CN(C)C(=O)c2ccc(N3CCOCC3)c([N+](=O)[O-])c2)cc1OCC	0.0	4.2	-3.8	-0.2	4.8	-0.3	3.0	-5.2	-12.3
O=C(O)c1c(C(=O)O)c(-c2ccc(Br)cc2)n2c1CSC2	1.2	-0.9	5.6	1.6	15.3	-0.1	2.5	5.5	1.7
CCCCCOC(=O)CSc1nc2c(c(=O)[nH]c(=O)n2C)n1CCc1ccccc1	-3.0	-2.2	8.2	2.9	15.3	0.2	-35.8	-4.0	14.2
COC(=O)c1cc(-c2ccc(S(=O)(=O)N3CCCC(C)C3)cc2)c(C(F)(F)F)s1 (centres undefined)	-1.7	1.7	3.4	-1.4	1.6	0.0	-9.4	-1.3	32.0
Cn1nc(C(=O)OCC(=O)Nc2ccccc2[N+](=O)[O-])c2ccccc2c1=O	x	3.7	x	x	x	0.7	18.2	-1.6	-17.1
CCN(CC)C(=O)c1sc(NC(=O)c2ccc3c(c2)OCO3)c(C#N)c1C	0.3	-0.7	6.3	-0.3	1.2	0.1	5.3	-2.5	10.4

(next part)
SMILES	TPT1 inh	PP5 primary	EBNA-1 inh	Fh CTSL1 inh	HCV core dimer	Efflux pump mplx	PREPL inh	PP1 inh	ZTA DNA inh
O=C(Nc1nc2ccccc2[nH]1)C1CCCC1	-2.1	-1.6	7.4	3.0	0.2	-0.1	9.6	-4.6	0.5
Cc1nc2ccccc2n1C1CCN(CC(=O)NCc2ccc(F)cc2)CC1	-0.5	1.4	-2.3	-0.2	-14.2	-0.1	13.1	-3.4	4.1
COc1ccc(-c2cc(=O)[nH]c(=S)[nH]2)cc1	3.9	3.7	-11.4	1.6	-1.2	0.1	0.3	-0.2	-17.6
O=C(N/N=C\c1ccccc1)c1ccccc1-n1cccc1	0.3	0.6	-4.4	-0.5	-0.9	0.1	3.5	-1.8	-14.7
CCOC(=O)N1CCN(C(=O)C2CCN(S(=O)(=O)N3CCCC3)CC2)CC1	0.6	-0.3	7.2	4.8	-0.9	-0.1	2.1	1.0	3.9
OCCCNc1nnc(-c2ccccc2)c2ccccc12	0.4	1.7	-8.8	2.1	2.2	0.2	-3.7	-4.0	-12.2
COC1OC(COC(=O)c2ccccc2)C(OC(=O)c2ccccc2)C1OC(=O)c1ccccc1 (centres undefined)	4.1	0.6	-5.2	-2.1	5.8	0.1	-3.6	1.9	-7.2
CC1Cc2ccccc2N1C(=O)CN1CCc2ccccc2C1 (centres undefined)	-5.1	2.6	6.0	0.5	14.8	0.1	0.3	2.6	16.4
Cc1cccc(N2CCN(C(=O)c3ccc(NS(=O)(=O)c4c(C)noc4C)cc3)CC2)c1C	1.0	3.7	0.8	-0.2	14.2	0.5*	-3.4	-1.0	11.3
